# Assay outcomes: PubChem, National Center for Advancing Translational Sciences (NCATS)
# GAA glycogen: alters human alpha-glucosidase cleavage of glycogen; P10253; recombinant GAA, glycogen substrate, Amplex Red glucose oxidase fluorescence; Potency, µM (series often up to 76.4 µM), for the others: at the highest dose activity change, negative = inhibition, most hits filed as inhibitors; actives 0.38% (n = 300,000);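 further: potency means the concentration at half of the fitted maximal effect; 0% = full enzyme reaction and -100% = no-enzyme basal signal; the screen sought inhibitors and activators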
#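 Recombinant human enzyme (4 nM); glycogen substrate; 37 C, 40 min, pH 5.0. Readout: coupled glucose oxidase/Amplex Red fluorescence.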
# GAA spleen mod: inhibits or activates alpha-glucosidase in human spleen homogenate; P10253; human spleen homogenate, 4-MU-alpha-glucoside fluorescence; Potency, µM (titrated, usually from 79.9 µM), inactives show top-dose activity change, negative = inhibition, hits mostly inhibitors; actives 0.006% (n = 240,000);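 further: potency means the concentration at half of the fitted maximal effect; 0% = enzyme with vehicle and -100% = no enzyme basal signal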
#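 Human spleen homogenate (1 ug) with 4-methylumbelliferyl-alpha-D-glucopyranoside (1 mM final) in 50 mM citrate/phosphate pH 5.0, 0.01% Tween-20; 40 min at 37 C. Stopped at pH 10; 4-MU fluorescence Ex 365/Em 440 nm; AC50 by Hill fit.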
# HTT cytoprotect: protects HTT-Q103 PC12 cells, measured by ATP. PC12 HTT-Q103 induced, cytoprotection, ATP luminescence, 40 h. Potency, µM (highest dose often 56.4 µM), for inactives: cytoprotection (ATP increase), actives largely listed as activators. actives 0.14% (n = 230,000). AID 1471;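 further: potency means the concentration at half of the fitted maximal effect; % of control where 0% means no effect; nearly all actives have a fitted effect of over 45% in size; toxic huntingtin expression switched on by the ecdysone agonist tebufenozide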
#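 PC12 cells stably carrying ecdysone-inducible Htt exon 1 (Q103)–GFP were induced with 100 nM tebufenozide (final) alongside library compounds in a dose series. Cytoprotection was scored as retained ATP by ATPlite luminescence.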
# CBFb-RUNX1 inh: blocks binding between human CBF-beta and RUNX1. Potency, µM (highest dose often 59.8 µM), for the others: at the top dose activity, negative = inhibition, actives largely listed as inhibitors. Q01196+Q13951. AlphaScreen CBFb-His/RUNX1-biotin binding, biochemical. 230,000 tested, under 10 active; further: % of control where 0% means no effect
# Target sequence (Q01196 whole entry, looked up): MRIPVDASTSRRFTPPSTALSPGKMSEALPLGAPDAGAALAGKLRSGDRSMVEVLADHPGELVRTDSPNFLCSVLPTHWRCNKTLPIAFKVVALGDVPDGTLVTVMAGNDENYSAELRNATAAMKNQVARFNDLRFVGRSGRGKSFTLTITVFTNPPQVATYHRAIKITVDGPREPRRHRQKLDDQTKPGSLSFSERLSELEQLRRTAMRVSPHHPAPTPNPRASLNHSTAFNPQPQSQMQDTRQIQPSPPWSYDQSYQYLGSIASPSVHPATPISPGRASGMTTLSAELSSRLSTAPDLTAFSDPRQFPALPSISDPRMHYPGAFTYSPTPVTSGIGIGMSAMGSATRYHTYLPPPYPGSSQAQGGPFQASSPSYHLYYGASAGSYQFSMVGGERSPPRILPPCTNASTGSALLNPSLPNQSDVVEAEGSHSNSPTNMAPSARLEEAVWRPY
# Target sequence (Q13951 whole entry, looked up): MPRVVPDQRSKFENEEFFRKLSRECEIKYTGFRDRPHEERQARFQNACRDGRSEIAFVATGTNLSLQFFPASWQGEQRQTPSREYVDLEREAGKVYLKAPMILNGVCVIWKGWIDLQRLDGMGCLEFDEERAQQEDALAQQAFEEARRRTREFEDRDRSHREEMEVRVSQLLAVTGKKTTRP
#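 Compounds were screened at multiple concentrations against a preformed CBF-beta(His)/RUNX1(biotin) complex (30 nM of each) for 15 min at room temperature, followed by 90 min with nickel and streptavidin beads and AlphaScreen reading.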
# LMNA splice mod: changes lamin A minigene splicing in HeLa cells. HeLa LMNA splicing GFP/RFP minigene ratio, 48 h. Potency, µM (highest dose often 46.1 µM), for the others: top-dose ratio change, negative = inhibition, actives largely listed as inhibitors. actives 0.01% (n = 200,000). AID 1487; active means well fitted inhibition curve with a large enough effect in the signal ratio, with a control signal flat, not every such curve was filed as active; inconclusive means small, poorly fitted or top-dose-only effect, or effect the other way, or a change in a side signal; the % refers to the signal ratio; further: potency means the concentration at half of the fitted maximal effect; on the % scale 0 is the no-effect control and ±100 the full control effect
#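 Read-out is the ratio of GFP to DsRed2 object intensity, acquired by 488 nm laser-scanning cytometry on HeLa lamin A-EGFP minigene reporter cells. Compound incubation 48 hrs at 37 °C in Opti-MEM with 2% FBS; DMSO 0.5% final.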
# HttQ103 aggreg: inhibitors of mutant huntingtin aggregate formation in PC12 cells; actives 1.1% (n = 220,000); AID 1688; Potency, µM (top dose mostly 46.1 µM), for inactives: at the highest dose activity change, negative = inhibition, actives largely listed as inhibitors; PC12 HttQ103-GFP aggregates, Acumen cytometry, 40 h; further: potency means the concentration at half of the fitted maximal effect; on the % scale 0 is the no-effect control and ±100 the full control effect; nearly all actives have a fitted effect of over 60% in size
#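 Compounds (qHTS titration) were added to PC12 cells expressing an ecdysone-driven HTT exon 1 Q103–GFP fusion after induction with 100 nM tebufenozide. Aggregate formation was measured as GFP objects in cell lysates.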
# GAA inhib: blocks human lysosomal alpha-glucosidase; P10253; purified human GAA, 4-MU-alpha-glucoside fluorescence; Potency, µM (titrated, usually from 76.9 µM), without a hit: at the top dose activity change, negative = inhibition, actives largely listed as inhibitors; actives 0.005% (n = 200,000); AID 1466;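 further: potency means the concentration at half of the fitted maximal effect; plate controls were uninhibited enzyme wells for no effect and no-enzyme background for full effect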
#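 Human alpha-glucosidase, 4 nM, pre-mixed with test compounds before 400 uM 4-methylumbelliferyl substrate; 20 min room temperature at pH 5.0. Fluorescence read after pH 10 stop; AC50 values from Hill-equation fits.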
# * = called active by the depositor; ? = inconclusive; nt = not tested or not shown; [ ] = remark or other dose. Unless noted, the call rests on the fitted dose curve; in most records, active means well fitted curve in the direction sought with a large enough effect; inconclusive means small, poorly fitted or top-dose-only effect, or another doubt; inactive means no such curve, though single readings can be large; an effect the other way counts as inactive or inconclusive. Random draw from the library; overall some 1.5% were active at least once.
SMILES,GAA glycogen,GAA spleen mod,HTT cytoprotect,CBFb-RUNX1 inh,LMNA splice mod,HttQ103 aggreg,GAA inhib
COc1cccc(O)c1CN1CCCC(C(=O)c2cccc(C(F)(F)F)c2)C1 (centres undefined),-13%,-14%,-21%[10 µM],-4%,nt,7%[9.22 µM],-16%
O=C(Cn1cc([N+](=O)[O-])cn1)NCc1ccco1,-15%,5%,-28%,7%,?,-13%,8%
CCOC(=O)c1cnn(-c2ncnc3sc(CC)cc23)c1N,-6%,6%,-10%,6%,5%,-8%,1%[15.4 µM]
O=C(COc1ccccc1)N(Cc1ccco1)c1ccc(O)cc1,-2%,0%,-6%[0.074 µM],-4%,-10%,0%,-1%
CCOC(CNc1ncnc2c1cnn2C)OCC,-8%,5%,4%[10 µM],3%,-4%[46 µM],-1%,1%
Cc1onc(-c2c(F)cccc2Cl)c1C(=O)Nc1nccs1,5%,-1%,3%[10 µM],6%,-10%[46 µM],8%,-4%
COc1ccccc1CNC(=O)C1CCN(C(=O)N(C)C)CC1,5%,-3%,2%[10 µM],-1%,10%,20%,-7%
COc1ccc(-c2nnc(SCC(=O)N3CCCc4ccccc43)o2)cc1OC,0%,-6%,-11%[10 µM],3%,-2%,16%,-8%
CCC(CC)C(=O)c1c[nH]c(C(=O)NCc2ccncc2)c1,-5%,1%,-5%[10 µM],6%,10%[46 µM],-6%,0%
CCCC[C@@H]1C[C@H]1C(NC(=O)Cc1ccccc1)c1ccc(Cl)cc1 (some centres undefined),nt,15%,-43%[inhibitor],2%,nt,nt,nt
COC(=O)[C@@]1(Cc2ccc(F)cc2)[C@H]2c3cc(C(=O)N4CCCC4)n(Cc4ccc(S(C)(=O)=O)cc4)c3C[C@H]2CN1C(=O)c1ccccc1,nt,-10%,23%,-12%,nt,nt,nt
CCCCn1nnc(NC(=O)c2ccc(-c3cccc(Cl)c3)o2)n1,4%,-3%,-10%,0%,3%,4%,0%
COc1ccc(NC(=O)c2cc([N+](=O)[O-])ccc2O)cc1,9%,-4%,-80%[inhibitor][10 µM],-1%,-8%[46 µM],-6%[9.22 µM],10%
CC1(C)CC(=O)C=C(NCCN2CCNCC2)C1,1%,-19%,-7%,13%,5%,5%,0%
CC12CCC(O)CC1=CCC1C2CCC2(C)C1CCC21CCC(=O)O1 (centres undefined),0%,-14%,26%[10 µM],-1%,?,1%,-7%
CCN(CC)S(=O)(=O)c1cccc(NC(=O)CSc2nnc(N)s2)c1,-1%,-2%,nt,12%,nt,28%,2%
O=[N+]([O-])c1cccc(-c2nc(-c3ccccc3)no2)c1,-1%,10%,16%[10 µM],-8%,nt,7%[9.22 µM],-9%
CCN(CC)CCC#CC(O)(c1ccccc1)C1CCCCC1 (centres undefined),6%,-2%,19%[10 µM],-1%,nt,5%[9.22 µM],-11%
CC(=O)Nc1ccc(NC(=O)c2ccccc2CCc2ccccc2)cc1,12%,0%,-47%[inhibitor],5%,?,-2%,0%
COc1cccc(N2C(=O)C3CCCN3C2c2cccs2)c1 (centres undefined),4%,-3%,16%,1%,nt,-4%,2%
N=C1/C(=C/c2ccc(-c3cccc(C(=O)O)c3)o2)C(=O)N=C2SC=C(c3ccccc3)N12,-2%,-22%,-5%,?,-6%[46 µM],13%,-9%
CC(C)N(C(=O)Cn1cnc2cc([N+](=O)[O-])ccc2c1=O)C(C)C,-8%,0%,?,0%,-8%[46 µM],9%,6%
Fc1ccc(CSc2nnc3ccccn23)c(Cl)c1,4%,-22%,2%[10 µM],9%,-7%[46 µM],-8%,2%
CCC(NC(=O)c1ccccc1NC(=O)c1ccccc1)C(=O)NNC(=O)CSc1nc2ccccc2o1 (centres undefined),-7%,-8%,3%[10 µM],-2%,?,19%,0%
O=c1[nH][nH]c(-c2ccccc2O)c1C(C[N+](=O)[O-])c1cccc(Cl)c1 (centres undefined),?,-3%,-2%[10 µM],-4%,?,-1%,4%
Fc1cccc(NC(=S)NCC(c2cccnc2)N2CCOCC2)c1 (centres undefined),8%,-5%,-8%[10 µM],3%,-6%,15%,1%
CCc1nc2oc3cc(OC)ccc3c(=O)c2c(=O)n1Cc1ccco1,0%,-1%,-2%,-8%,10%,14%,-3%
COc1ccc(OC)c(C2SCCN2S(=O)(=O)c2cccc(C(F)(F)F)c2)c1 (centres undefined),-7%,-11%,-22%,9%,?,-32%,?
CN1CCc2c(OCC(=O)N3CCC(Cc4ccccc4)CC3)cccc2C1=O,2%,10%,-25%,-1%,15%[9.22 µM],?,4%
COCCNC(=O)CN(C(=O)CCC(=O)Nc1cc(C)on1)c1ccccc1C,7%,-5%,-2%,3%,-5%,-13%,-1%
CC1(C)N=C(N)N=C(N)N1c1ccccc1,5%,-5%,-63%[inhibitor][10 µM],5%,?,-26%,2%
Cc1c(-n2cc(C(=O)c3cc(Cl)ccc3O)cc(C#N)c2=O)c(=O)n(-c2ccccc2)n1C,-3%,4%,-1%,-2%,14%,-4%,-2%
CCOC(=O)c1nn(-c2ccc(C)cc2)cc1C(=O)c1ccccc1,-4%,-8%,-11%,11%,-7%,21%,-15%
C#CCn1cc[n+](CC(=O)N(C)C)c1,3%,-2%,-6%[0.074 µM],3%,4%,-18%,-7%
O=C(CSc1nnc(-c2ccncc2)n1-c1ccc(Cl)cc1)NCc1cccs1,10%,-4%,-32%,-1%,15%,-14%,-4%
O=C(O)c1cc2c(ccc3ccccc32)oc1=O,-9%,?,-11%,3%,-4%,-12%,?
COCCOC1CCN(Cc2cn(Cc3ccccc3)nc2-c2cc3ccccc3o2)CC1,0%,1%,-23%[10 µM],2%,11%[46 µM],-12%[9.22 µM],4%
CN(C)c1ccc(/C=c2\sc3nc(-c4ccccc4)nn3c2=O)cc1,7%,-8%,-4%,-1%,-1%,-1%,?
COC(=O)c1c(C)[nH]c(C)c1-c1ccc(C)cc1,4%,1%,-10%,-8%,-8%,-16%[9.22 µM],-8%
CCNc1nc(NCC)nc(Oc2ccc(OCC)nn2)n1,2%,-11%,-17%,5%,-14%,?,-14%

# Exported with tabs: 2 of the compounds above
SMILES	GAA glycogen	GAA spleen mod	HTT cytoprotect	CBFb-RUNX1 inh	LMNA splice mod	HttQ103 aggreg	GAA inhib
CN1CCc2c(OCC(=O)N3CCC(Cc4ccccc4)CC3)cccc2C1=O	2%	10%	-25%	-1%	15%[9.22 µM]	?	4%
COCCNC(=O)CN(C(=O)CCC(=O)Nc1cc(C)on1)c1ccccc1C	7%	-5%	-2%	3%	-5%	-13%	-1%

# Later entries
SMILES,GAA glycogen,GAA spleen mod,HTT cytoprotect,CBFb-RUNX1 inh,LMNA splice mod,HttQ103 aggreg,GAA inhib
COC(=O)c1ccccc1NC(=O)COC(=O)[C@H](C)NC(N)=O,2%,4%,3%[10 µM],0%,nt,5%[9.22 µM],-10%
CNC(=O)NCCN1CCCC1=O,-4%,-3%,2%,8%,-2%,-1%,-8%
CC(O)CNCCCOc1ccc(Cl)cc1C(C)(C)C (centres undefined),-6%,-20%,-22%,17%,nt,-21%,0%
COc1cc(/C=N/NC(=O)CNC(=O)c2ccco2)ccc1O,?,7%,9%[10 µM],3%,-9%[46 µM],6%,2%
Cc1cccc(C)c1NC(=S)N(CCN(C)C)C(C)c1ccccn1 (centres undefined),12%,1%,?,nt,7%[9.22 µM],-1%,3%
Nc1nc(C(F)(F)F)c(Br)c(=O)n1N,4%,2%,1%,3%,25%[46 µM],10%,2%
CS(=O)(=O)N1Cc2ccccc2CC1C(=O)O (centres undefined),-13%,-8%,nt,6%,nt,-3%,-1%
O=C(NC1CCCCCC1)c1cccnc1Sc1ccccc1,1%,-7%,-18%[10 µM],-14%,-15%,22%,-8%
CC(=O)n1cc([C@H]2C=C(C(=O)Nc3ccccc3)O[C@@H](OCc3ccc(CO)cc3)C2)c2ccccc21,4%,-2%,-7%[10 µM],-1%,nt,-10%[9.22 µM],nt
O=C(COc1ccc(Br)cc1)Nc1nc(-c2cccnc2)cs1,5%,7%,7%[10 µM],4%,nt,-8%[9.22 µM],nt
On1c(-c2ccccc2)nc2ccccc21,3%,-3%,12%[10 µM],-4%,nt,39%[9.22 µM],nt
Cc1cccc(C)c1OCc1nnc(NC(=O)CSc2ccc(Cl)cc2)s1,0%,6%,nt,4%,5%,20%,6%
CCOC(=O)N1CCC(N2C(=O)c3ccccc3C2Nc2ccc3c(c2)OCCO3)CC1 (centres undefined),26%,4%,-10%,?,-11%,7%,-9%
CC(C)(C)n1nnnc1C(c1cccs1)N1CCCC2(CCCCC2)C1 (centres undefined),-3%,-9%,-18%[10 µM],12%,?,11%,-6%
COC(=O)C1=C(C)OC(N)=C(C#N)C1c1ccccc1 (centres undefined),-14%,-5%,-11%,9%,-7%,12%,-4%
CCc1nc2sc3c(O)cc(=O)[nH]c3c2cc1C,-2%,-1%,-44%[inhibitor],6%,nt,-2%,0%
Cc1ccc(-c2cc(C(=O)N3CCOCC3)c3ccccc3n2)cc1,-5%,0%,-29%,5%,2%,9%,0%
COc1ccc2oc3cc(C)[n+]([O-])c(-c4ccc(C)cc4)c3c2c1,6%,6%,12%[10 µM],3%,?,-10%,8%
O=C(Nc1ccc(N2CCOCC2)cc1)Nc1ccc2nc(-c3ccco3)c(-c3ccco3)nc2c1,-4%,2%,-24%[0.074 µM],-5%,?,11%,5%
Cc1ccccc1Nc1nnc(SCC(=O)N(C)C2CCS(=O)(=O)C2)s1 (centres undefined),3%,-4%,nt,-1%,-4%,15%,3%

# Part of the list above in order of heavy-atom count, smallest number first:
SMILES,GAA glycogen,GAA spleen mod,HTT cytoprotect,CBFb-RUNX1 inh,LMNA splice mod,HttQ103 aggreg,GAA inhib
CNC(=O)NCCN1CCCC1=O,-4%,-3%,2%,8%,-2%,-1%,-8%
CS(=O)(=O)N1Cc2ccccc2CC1C(=O)O (centres undefined),-13%,-8%,nt,6%,nt,-3%,-1%
COc1cc(/C=N/NC(=O)CNC(=O)c2ccco2)ccc1O,?,7%,9%[10 µM],3%,-9%[46 µM],6%,2%
CC(C)(C)n1nnnc1C(c1cccs1)N1CCCC2(CCCCC2)C1 (centres undefined),-3%,-9%,-18%[10 µM],12%,?,11%,-6%
CC(=O)n1cc([C@H]2C=C(C(=O)Nc3ccccc3)O[C@@H](OCc3ccc(CO)cc3)C2)c2ccccc21,4%,-2%,-7%[10 µM],-1%,nt,-10%[9.22 µM],nt
